PGC1a acetyl inh: lowers PGC1a acetylation signal in U2OS cells | 350,000 tested, 0.17% active | inhibition, % at 15.6 µM | AlphaScreen anti-acetyl-lysine; with virally co-expressed GCN5 acetyltransferase;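 active means every replicate shows inhibition of at least 40%; inconclusive means mean inhibition at least 40% but some replicate below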;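 further: 0% = neutral control wells and 100% = positive control wells; some results beyond the cut were filed as inactive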
FN deposition inh: fibronectin deposition inhibition; AH1F fibroblasts, Alexa488-fibronectin deposition fluorescence, overnight; 350,000 tested, 0.086% active; inhibition, % at 12.6 µM;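 active means mean inhibition across replicates of 30% or more, regardless of how many single replicates reach that level; inconclusive means mean under 30% yet at least half of replicates reach 30%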;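 further: positive control wells lacked labelled fibronectin entirely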
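Measured by – fluorescence 485/525 nm · System – AH1F fibroblast monolayer, labelled fibronectin deposition · Amount – 10000 cells per well · Buffer or medium – serum-reduced DMEM (2% serum) · Doses – single dose, pinned · Also added – fluorescent fibronectin at 24 nM final · Schedule – 1 h cell attachment, overnight exposure to compound and label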
PAX8 reporter: PAX8 transcriptional activity inhibition. RMG-I TPO-luciferase reporter, SteadyGlo, 24 h. inhibition, % at 12.6 µM. 360,000 tested, 1.2% active. AID 652154;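 active means mean replicate inhibition at least 60% with every replicate also reaching 60%; inconclusive means only one of the two criteria is met; inactive means mean below 60% and not all replicates reaching 60%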;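 further: luciferase light reporting Pax8 driven TPO promoter activity; plate controls were median of neutral control wells for no effect and mitoxantrone controls for full effect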
ERAP1 inh: inhibitors of human ERAP1 aminopeptidase | Q9NZ08 | recombinant ERAP1, Leu-AMC fluorescence, 60 min | inhibition, % at 10.7 µM | 340,000 tested, 0.15% active | AID 652197;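 active means mean replicate inhibition of at least 30%, or all replicates individually reaching that 30% level; inactive means mean below 30% and not every replicate reaching it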;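 further: 0% = neutral control wells and 100% = L-leucinethiol positive control wells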
Target sequence (Q9NZ08 whole entry, looked up): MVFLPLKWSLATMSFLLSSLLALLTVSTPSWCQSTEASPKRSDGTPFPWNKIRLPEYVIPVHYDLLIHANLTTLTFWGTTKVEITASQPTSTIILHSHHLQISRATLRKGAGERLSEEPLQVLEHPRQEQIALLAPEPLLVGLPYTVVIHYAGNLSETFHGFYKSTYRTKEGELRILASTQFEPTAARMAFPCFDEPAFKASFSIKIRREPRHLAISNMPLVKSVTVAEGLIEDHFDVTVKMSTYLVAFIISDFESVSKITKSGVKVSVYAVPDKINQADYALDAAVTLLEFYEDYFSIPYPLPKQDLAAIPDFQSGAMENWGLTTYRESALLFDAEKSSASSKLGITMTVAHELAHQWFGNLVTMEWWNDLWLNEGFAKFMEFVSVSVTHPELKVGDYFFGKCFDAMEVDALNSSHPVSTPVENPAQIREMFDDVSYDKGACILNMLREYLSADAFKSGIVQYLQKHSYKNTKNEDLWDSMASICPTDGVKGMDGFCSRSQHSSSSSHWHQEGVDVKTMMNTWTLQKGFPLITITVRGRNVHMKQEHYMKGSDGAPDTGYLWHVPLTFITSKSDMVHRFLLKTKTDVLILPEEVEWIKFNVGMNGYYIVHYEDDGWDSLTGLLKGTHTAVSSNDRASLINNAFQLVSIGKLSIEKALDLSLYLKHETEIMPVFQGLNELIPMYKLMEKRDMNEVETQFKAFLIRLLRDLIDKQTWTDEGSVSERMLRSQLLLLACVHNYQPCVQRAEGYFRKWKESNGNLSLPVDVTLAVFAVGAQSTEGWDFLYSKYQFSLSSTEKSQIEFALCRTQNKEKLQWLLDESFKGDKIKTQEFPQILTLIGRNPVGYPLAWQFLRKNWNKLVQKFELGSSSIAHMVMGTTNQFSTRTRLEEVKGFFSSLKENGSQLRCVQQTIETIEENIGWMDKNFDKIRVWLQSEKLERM
S100A4 MyoIIA: blocks human S100A4 binding to myosin IIA peptide; P26447; S100A4/TAMRA-MyoIIA peptide fluorescence polarization; inhibition, % at 10.7 µM; 360,000 tested, 0.14% active;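 active means mean inhibition of at least 70% across replicates, with every replicate also reaching that level; inconclusive means mean inhibition reaches 70% but some replicates fall short; inactive means mean inhibition below 70%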
Target sequence (P26447 whole entry, looked up): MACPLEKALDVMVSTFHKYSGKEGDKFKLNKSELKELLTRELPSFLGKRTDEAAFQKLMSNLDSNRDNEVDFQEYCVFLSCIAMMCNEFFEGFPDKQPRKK
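Material: S100A4 monomer (human). Medium: Calcium-containing HEPES buffer, pH 7.2. Probe or stimulus: labelled myosin peptide probe, 5 nM. Compound dosing: one concentration per compound. Timing: polarization read 5 min after assay mix addition, stable 5–60 min. Benchmarks: DMSO as neutral control, TFP as positive control.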
LGR2 antag: Drosophila LGR2 receptor signaling inhibition | HEK293 LGR2, CRE-luciferase, bursicon-stimulated, 4 h | inhibition, % at 9.99 µM | 380,000 tested, 0.35% active | AID 720647;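 active means drop in luminescence signal, shown as inhibition above about 50% in the replicate tests, limit read from the data, passing the limit was not always enough; inconclusive means probably only some replicates passing the limit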;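 further: agonist challenge used bursicon conditioned medium at about half maximal strength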
PglD DTNB: PglD (C. jejuni) enzyme inhibition; purified PglD enzyme, DTNB colorimetric CoA detection; 360,000 tested, 0.098% active; inhibition, % at 12.5 µM; in the data active means inhibition above about 16%, passing the limit was not always enough; inconclusive means no clear call, values can overlap the other calls; further: strong numbers were not always called active
EWS-Fli block: blocks EWS/Fli oncoprotein-driven transcription. inhibition, % at 12.6 µM. A673 NR0B1-luciferase reporter, viability-normalised. AID 651661. 350,000 tested, 0.67% active;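 active means mean inhibition of at least 50% after viability correction, with every replicate also passing that limit; inconclusive means mean reaches 50% but only one of two replicates passes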;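 further: firefly luciferase signal divided by Alamar Blue viability fluorescence both relative to DMSO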
Numbers without * were called inactive; ? = inconclusive; · = not tested or not shown.

SMILES	PGC1a acetyl inh	FN deposition inh	PAX8 reporter	ERAP1 inh	S100A4 MyoIIA	LGR2 antag	PglD DTNB	EWS-Fli block
O=C(NN1CCOCC1)c1cccc(Cl)c1	5	1	2	3	0	-10	-6	-1
COc1ccc2[nH]c3c(=O)n4c(nc3c2c1)SCC4	-4	-2	0	-1	3	-1	·	-41
COc1ccc(CCNC(=O)c2cc(=O)[nH]c3ccc(Br)cc23)cc1OC	2	·	1	0	-2	19	-6	8
CCC(=O)N(C)C[C@@H]1Oc2cc(C#CC3(O)CCCC3)ccc2S(=O)(=O)N([C@H](C)CO)C[C@@H]1C	6	·	·	-3	3	4	2	7
O=[N+]([O-])c1cccc(-c2cc(-c3cc(Br)ccc3O)[nH]n2)c1	·	-12	44	0	-2	12	-7	16
Cc1ccc(-c2csc(C3C(N)=NC(S)=C(C#N)C34CCCCC4)n2)cc1 (centres undefined)	-3	-3	-4	·	·	·	0	·
FC(F)(F)c1cccc(NC(=S)NCC(c2cccnc2)N2CCOCC2)c1 (centres undefined)	·	-2	12	-2	-3	-4	·	-10
O=C(C1CC1)N1CCN(Cc2ccccc2)CC1	2	1	20	·	0	-2	·	4
COc1cccc(NC(=O)C[C@H]2CC[C@@H]3[C@H](COc4ccc(NC(C)=O)cc4C(=O)N3C)O2)c1	1	-16	-3	1	4	-9	-1	0
CCOC(=O)N/N=C(/c1ccccc1)C1CCCCC1	·	11	10	-1	2	·	·	7
COc1ccccc1NC(=O)Nc1c(C)nn(C)c1C	·	2	13	-3	-7	20	·	11
CCN(C(=O)COC(=O)COc1ccc(Cl)c(C)c1)C1CCS(=O)(=O)C1 (centres undefined)	-1	-6	-4	9	0	-19	5	-3
CC(=O)N1[C@H](CO)[C@H](c2ccccc2)[C@H]1CN(C)S(=O)(=O)c1ccccc1	9	-5	5	4	1	12	-2	1
Cc1ccc(NC2C(=O)NC(=O)NC2=O)cc1	-12	6	-7	6	-2	·	1	0
COc1cc(NS(=O)(=O)c2ccc(NC(=S)NC(=O)c3sc4ccccc4c3Cl)cc2)ncn1	·	-2	-9	·	·	-2	1	·
Cc1cc(C)cc(OCC(=O)OCC(=O)Nc2cc(C)nn2-c2ccccc2)c1	14	8	-8	-1	-4	-9	0	1
Cc1cc(NC(=O)CSc2nnc(-c3ccccc3F)n2N)no1	·	-3	0	-2	-1	-4	0	-5
COc1ccccc1NC(=O)N[C@@H]1CC[C@H](CCNS(=O)(=O)c2ccccc2)O[C@@H]1CO	0	·	4	0	13	10	-14	12
C[C@@H]1CCCCO[C@@H](CN(C)C(=O)C2CCCCC2)[C@H](C)CN([C@@H](C)CO)C(=O)c2cc(NC(=O)Cc3ccccc3)ccc2O1	3	·	-3	-1	2	2	-1	0
Fc1cccc(/C=C2\CCCC3=C2NC(=S)NC3c2cccc(F)c2)c1 (centres undefined)	15	-21	-6	·	-2	·	0	8
O=C(C[C@@H]1CC[C@@H](NC(=O)NC2CCCC2)[C@H](CO)O1)NCc1ccc(F)cc1	2	·	-16	1	120*	8	-1	-18
COc1ccc(N(Cc2ccccc2)N=O)cc1	21	3	-9	-1	1	-21	-4	-15
Nc1cc(=O)[nH]c(SCc2nc3ccccc3n2Cc2ccccc2)n1	-3	·	·	3	-18	-8	4	10
CC(C)NC(=O)N(C)C[C@H]1Oc2ccc(NS(C)(=O)=O)cc2CC(=O)N([C@H](C)CO)C[C@@H]1C	1	·	-3	-1	4	-11	1	8
COc1ccc(OC)c(NC(=O)COC(=O)c2c(C)noc2C)c1	3	-23	-3	0	1	-18	-3	-14
O=C(O)CNS(=O)(=O)Cc1ccccc1	-6	-13	5	0	-11	-11	0	10
c1cncc(CNc2ncnc3ccc(-c4ccc5c(c4)OCCO5)cc23)c1	-16	5	5	4	-5	-37	2	-9
O=C(C[C@H]1C[C@@H]2c3cc(NS(=O)(=O)c4ccc(F)cc4)ccc3O[C@@H]2[C@@H](CO)O1)NCc1ccncc1	-11	8	·	1	2	-8	-1	-1
Cc1cc(C=O)c(O)cc1O	4	0	-3	-4	-3	21	-1	12
Cc1ccc(C(=O)N2CCOCC2)c(F)c1F	-18	-4	8	5	2	2	1	6
CN1C(=O)[C@@](O)(c2cn(C)c3ccccc23)c2ccccc21	·	10	22	-3	3	6	·	10
Cc1nc(-c2cccc(NC(=O)c3ccc(Cl)c(S(=O)(=O)N4CCCC4)c3)c2)cs1	-11	-10	2	0	7	15	2	-10
O=C(c1cccc(F)c1)N1C[C@@H]2[C@H](c3ccccc31)[C@H](CO)N2C(=O)c1ccc(F)cc1	-2	·	-10	-1	?	-13	0	4
Cn1cnc(CCNC(=O)C[C@H]2CC[C@H]3[C@@H](COC[C@@H](O)CN3C(=O)C3CC3)O2)c1	1	-7	-15	-1	85*	-7	-2	14
O=c1[nH]c2cccnc2n(CCNc2ncc(C(F)(F)F)cc2Cl)c1=O	-2	5	-4	0	-9	-16	·	20
CCCCCCCCCCCCN1[C@@H](CC(C)=O)c2cc(C(F)(F)F)ccc2S1(=O)=O	22	-1	-5	·	·	11	-3	5

6 structures out of the list, sorted by SMILES length, lowest first:
SMILES	PGC1a acetyl inh	FN deposition inh	PAX8 reporter	ERAP1 inh	S100A4 MyoIIA	LGR2 antag	PglD DTNB	EWS-Fli block
O=C(O)CNS(=O)(=O)Cc1ccccc1	-6	-13	5	0	-11	-11	0	10
Cc1ccc(C(=O)N2CCOCC2)c(F)c1F	-18	-4	8	5	2	2	1	6
Cc1nc(-c2cccc(NC(=O)c3ccc(Cl)c(S(=O)(=O)N4CCCC4)c3)c2)cs1	-11	-10	2	0	7	15	2	-10
Cn1cnc(CCNC(=O)C[C@H]2CC[C@H]3[C@@H](COC[C@@H](O)CN3C(=O)C3CC3)O2)c1	1	-7	-15	-1	85*	-7	-2	14
O=C(c1cccc(F)c1)N1C[C@@H]2[C@H](c3ccccc31)[C@H](CO)N2C(=O)c1ccc(F)cc1	-2	·	-10	-1	?	-13	0	4
O=C(C[C@H]1C[C@@H]2c3cc(NS(=O)(=O)c4ccc(F)cc4)ccc3O[C@@H]2[C@@H](CO)O1)NCc1ccncc1	-11	8	·	1	2	-8	-1	-1

The results go on.
SMILES	PGC1a acetyl inh	FN deposition inh	PAX8 reporter	ERAP1 inh	S100A4 MyoIIA	LGR2 antag	PglD DTNB	EWS-Fli block
Cc1nn(Cc2ccccc2)c(C)c1C(=O)N1CCN(CC(=O)Nc2ccc(F)cc2)CC1	·	1	14	10	5	6	-3	5
O=[N+]([O-])c1ccc(N2CCOCC2)c(S(=O)(=O)N2CCOCC2)c1	2	-11	2	2	3	9	5	-3
Cc1noc(C)c1C(c1ccccc1)c1ccccc1	-11	·	·	1	2	11	·	12
CN(N=Cc1ccccc1O)c1ccc2ccccc2n1	·	·	-227	3	-6	-95	4	-85
CCNC(=O)C[C@@H]1CC[C@@H]2[C@H](COC[C@H](O)CN2C(=O)c2cccnc2)O1	1	0	2	2	-11	18	1	-29
CC(=O)c1ccc(N=c2scc(C)n2C(C)C)cc1	·	·	-23	2	3	-10	·	1
Nc1ncccc1OCc1cccc(C(F)(F)F)c1	·	-5	-4	-2	-4	-15	·	-6
CC1=CC(=C2N=C(c3ccccc3)OC2=O)C=C(C)O1	7	·	·	3	1	-5	-5	·
CCn1c(SCC(=O)N/N=C/c2ccccc2OCC(=O)O)nnc1-c1ccc(C)cc1	7	1	-1	0	-7	-8	-2	-6
NNC(=O)c1ccc(S(=O)(=O)N2CCc3ccccc32)cc1	12	0	2	-2	2	9	-5	6
CCCn1nnc(NC(=O)Cc2ccccc2)n1	7	10	5	·	·	·	3	·
COc1ccc(OC)c(-c2nc(C(=O)NC3CCN(Cc4ccccc4)CC3)cc3c2[nH]c2ccccc23)c1	-12	·	·	2	5	6	-3	28
O=C(CN(CCc1ccccc1)C(=O)c1csnn1)NCc1ccc(F)cc1	17	0	15	7	-3	7	-3	8
CCCc1n[nH]c(=S)n1Cc1ccco1	-7	3	-7	·	-7	-11	1	4
CC(OC(=O)c1cccc(-n2cnnn2)c1)c1nc2ccccc2c(=O)[nH]1 (centres undefined)	5	1	-9	-2	-5	15	0	4
CC(Sc1nnc(N)s1)c1ccccc1Cl (centres undefined)	1	-9	-11	·	-5	35	0	-2
O=C1c2ccccc2C(=O)N1c1cccnc1	11	-1	-2	·	·	·	-4	·
Cc1ccccc1NC(=O)C(=O)NCCCN1CCOCC1	32	0	17	-3	1	-2	·	-7
O=C(CSc1nc2nn(-c3ccccc3)c(=O)c-2c2n1CCCCC2)Nc1cccc(F)c1	-1	1	37	-1	-3	-4	-6	4
CCOC(=O)C(CC)Sc1ncnc2nc[nH]c12 (centres undefined)	2	-1	21	·	·	·	-8	·
O=C(C1CCC1)N1CC[C@@H]2[C@@H](CO)Nc3ccc(Br)cc3[C@@H]21	0	10	·	3	0	-16	·	13
O=C(Nc1cccc(/C=C/c2ccccn2)c1)c1cc(Cl)ccn1	2	3	-116	-7	-3	-52	-3	-32
CN(c1ccccc1C(=O)Nc1cccc(Cl)c1Cl)S(C)(=O)=O	5	7	-3	2	3	-9	3	·
O=C(N(c1ccccc1)c1ccccc1)N(c1ccccc1)c1ccccc1	8	-3	12	1	-1	·	1	-5

Copied from the list.
PglD DTNB, `O=C(CSc1nc2nn(-c3ccccc3)c(=O)c-2c2n1CCCCC2)Nc1cccc(F)c1` reads -6
PGC1a acetyl inh, `O=C(Nc1cccc(/C=C/c2ccccn2)c1)c1cc(Cl)ccn1` reads 2

New compounds follow.
SMILES	PGC1a acetyl inh	FN deposition inh	PAX8 reporter	ERAP1 inh	S100A4 MyoIIA	LGR2 antag	PglD DTNB	EWS-Fli block
CN1C(=O)c2cc(NC(=O)Cc3cccs3)ccc2OC[C@H]2O[C@H](CC(=O)NCCc3ccncc3)CC[C@@H]21	·	-13	-9	0	13	7	-1	-5
CN(CC1CCN(CCc2cccc(C(F)(F)F)c2)CC1)C(=O)c1ccc(F)cc1	3	-1	-1	-6	-97	4	-2	4
CN(C)CCNC(=O)C(=O)C1C(=O)Nc2ccccc21 (centres undefined)	·	-1	15	-2	0	5	·	4
C=C(C)C(=O)Nc1cccc(C2=NOC3(C2)C[C@@H](C(N)=O)N(C(=O)/C(C)=C/C)C3)c1 (some centres undefined)	-8	-2	-3	4	-2	3	-2	-4
NS(=O)(=O)c1ccc(NC(=O)c2ccc(COc3ccccc3)o2)cc1	-1	-1	32	0	1	-21	·	8
CCn1c(=O)c2[nH]c(Cl)nc2n(CC)c1=O	23	-8	5	2	0	8	5	1
C[C@H](CO)N1C[C@H](C)[C@@H](CN(C)C)Oc2ccc(NC(=O)c3ccncc3)cc2C1=O	3	·	-9	-5	1	-16	-8	-2
NS(=O)(=O)c1ccc(CCNC(=O)/C=C/c2cccc([N+](=O)[O-])c2)cc1	12	-2	6	-3	4	-40	·	7
COc1ccc(NC(=O)CNc2ccc(OC)c(S(=O)(=O)N3CCOCC3)c2)cc1	·	-4	-9	-2	-5	5	-4	7
CC(C)NC(=O)Nc1ccc2c(c1)C(=O)N([C@H](C)CO)C[C@H](C)[C@H](CN(C)C(=O)Nc1ccc(C(F)(F)F)cc1)O2	8	·	11	2	-3	25	6	-4
Cc1ccccc1-c1nn(-c2ccc(F)cc2F)cc1CNCCCN(C)C	-20	·	4	0	0	11	·	7
CC(C)NC(=O)N1CCCCN2[C@H](CO)[C@@H](c3ccc(Br)cc3)[C@@H]2C1	7	·	5	-1	-10	3	0	5
CCOC(=O)c1sc2ccccc2c1OC(=O)c1ccccc1OC	12	-1	60*	16	-18	-6	-6	3

Bioassay records as filed in PubChem.
